From PubChem
ASAP1 inh – blocks human ASAP1-stimulated Arf1 GTP hydrolysis. GDP FP detection. inhibition, % at 16.5 µM. 0.19% of 360,000 active; in the data active = inhibition above about 25%;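 note: 0% = vehicle with enzyme and substrate and 100% = no enzyme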
DDE Tn7 FP inh – disrupts Tn7 cyclic peptide binding to fibrin D-Dimer-E complex | AID 720508 | 0.13% of 370,000 active | P02675 | FP displacement of FITC-Tn7 peptide from fibrin DD(E); 0% = median of compound wells per plate | inhibition, % at 8.3 µM;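 active = inhibition above the mean of compounds falling within the control limits plus 3 SD of them, cut at about 14% in these data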;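 note: 0% = plate median of compound wells and 100% = 10 µM Aha-Tn7 peptide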
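Also added: labelled Tn7 tracer, 0.1 µM; Assay system: human fibrin DD(E) protein; Amount: 2 µM fibrin DD(E); Schedule: 10 min compound pre-incubation, 3 h probe incubation at room temperature; Repeats: one replicate per compound; Read-out basis: percent inhibition; Measured by: fluorescence polarization of the labelled Tn7 tracer.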
ARFGAP1 inhibitor – inhibitors of rat ARFGAP1; inhibition, % at 16.5 µM; 0.26% of 360,000 active; Arfgap1-stimulated ARF1 GTP hydrolysis, GDP FP detection; AID 651572; Q62848;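 active = inhibition above a per-plate limit, mean inhibition of low control wells plus 3 SD, cut at about 25% in these data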;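 note: 0% = DMSO wells with enzyme and 100% = wells lacking Arfgap1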
Target sequence (Q62848 1-136 limits assumed): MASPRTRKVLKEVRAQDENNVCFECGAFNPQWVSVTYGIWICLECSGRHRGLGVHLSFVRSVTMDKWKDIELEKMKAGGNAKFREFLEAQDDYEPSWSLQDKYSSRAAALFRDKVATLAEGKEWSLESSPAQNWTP
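system = rat Arfgap1 catalytic domain, aa 1-136 | technique = FP, GDP Alexa 633 tracer displaced from anti-GDP antibody, 620/688 nm | compound = one concentration, 16.5 µM, DMSO 1.26% | medium = HEPES-based buffer, pH 7.5 | timing = compound-enzyme preincubation 20 min, reaction 120 min, detection 60 min, 25 °C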
DDE Tn6 FP inh – inhibitors of Tn6 peptide binding to human fibrin DD(E); Fibrin DD(E) TRITC-Tn6 fluorescence polarization displacement; inhibition, % at 8.3 µM; 0.21% of 370,000 active; AID 720509;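 active = inhibition above a per-campaign cutoff: mean of compounds within control limits plus 3 SD, cut at about 15% in these data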;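 note: 0% = median of all compound wells on the plate and 100% = blocking peptide control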
ADAM17 inh – inhibits human ADAM17; P78536; recombinant ADAM17, EDANS/DABCYL FRET peptide cleavage; inhibition, % at 6.95 µM; 0.83% of 370,000 active; AID 720648;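 active = inhibition above the mean of compounds lying between control limits plus 3 SD, set per campaign, cut at about 8.5% in these data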;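 note: 0% = DMSO-only wells as the low control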
TDP2 absorb – blocks human TDP2 phosphodiesterase activity. O95551. recombinant TDP2, T5PNP hydrolysis, p-nitrophenol absorbance 415 nm. inhibition, % at 12.8 µM. 0.34% of 370,000 active;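 active = inhibition above the mean of all tested compounds plus 3 SD, set per campaign, cut at about 25% in these data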;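 note: 0% = DMSO with enzyme and 100% = buffer with substrate but no TDP2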
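test system = human TDP2 enzyme | input = TDP2 enzyme at 120 nM final | medium = 50 mM Tris-HCl pH 7.5 with Mg2+, KCl, DTT, BSA | also added = T5PNP substrate, 5 mM | times = 2 h at 37 °C | technique = epi absorbance | benchmarks = high control without enzyme, low control DMSO plus TDP2 | replication = each compound tested once, singlicate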
LEDGF integ inh – blocks HIV-1 LEDGF/p75-dependent DNA integration; TR-FRET IN-LEDGF/p75 DNA integration, Eu/Cy5; inhibition, % at 3.7 µM; 0.64% of 370,000 active;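 active = inhibition above the screen-wide mean plus 3 SD, cut at about 13% in these data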;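 note: signal is the Cy5 over europium emission ratio at 671 and 618 nm; 0% = plate median of compound wells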
ADAM10 inh – inhibitors of human ADAM10. O14672. inhibition, % at 7 µM. 0.62% of 370,000 active. AID 720582. recombinant ADAM10, EDANS/DABCYL FRET peptide cleavage, 3 h;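 active = inhibition above a per-campaign cutoff equal to the mean of compounds falling between control-based bounds plus 3 SD, cut at about 20% in these data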;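 note: 0% = DMSO wells while the 100% control is not disclosed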
Target sequence (O14672 214-748 limits assumed): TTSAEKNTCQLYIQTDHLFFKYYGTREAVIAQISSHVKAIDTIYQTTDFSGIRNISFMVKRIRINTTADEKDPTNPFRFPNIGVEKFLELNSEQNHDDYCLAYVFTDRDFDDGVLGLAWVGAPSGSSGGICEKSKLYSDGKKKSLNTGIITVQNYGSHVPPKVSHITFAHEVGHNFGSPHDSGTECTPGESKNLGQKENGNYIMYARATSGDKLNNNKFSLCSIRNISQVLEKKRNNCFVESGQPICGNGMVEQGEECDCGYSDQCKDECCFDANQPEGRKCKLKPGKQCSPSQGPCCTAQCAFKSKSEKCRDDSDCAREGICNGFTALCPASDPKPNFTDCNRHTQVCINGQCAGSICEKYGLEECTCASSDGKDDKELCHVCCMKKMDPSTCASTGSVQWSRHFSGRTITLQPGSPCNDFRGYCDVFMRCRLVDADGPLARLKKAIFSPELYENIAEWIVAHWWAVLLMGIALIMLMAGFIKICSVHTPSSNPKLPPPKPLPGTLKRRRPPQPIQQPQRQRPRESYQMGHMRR
PLCg1 inh – inhibitors of human phospholipase C gamma1; inhibition, % at 12.2 µM; purified PLC-gamma1, fluorogenic substrate, fluorescence; AID 720700; 0.84% of 370,000 active; in the data active = inhibition above about 9.5%
KLK7 zymogen act – activates the human kallikrein-7 zymogen | P49862 | purified proKLK7, EDANS-DABCYL substrate fluorescence; 100% is mature enzyme control, 0% vehicle | activation, % at 7 µM | 0.9% of 370,000 active;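 active = activation above the mean of all tested compounds plus 3 SD, computed per campaign excluding outliers beyond control limits, cut at about 13% in these data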
The depositor's hits bear a star; . = no result given.

SMILES	ASAP1 inh	DDE Tn7 FP inh	ARFGAP1 inhibitor	DDE Tn6 FP inh	ADAM17 inh	TDP2 absorb	LEDGF integ inh	ADAM10 inh	PLCg1 inh	KLK7 zymogen act
COc1ccc(CN2CCC(n3nccc3NC(=O)C3CCCC3)CC2)cc1	19.4	-6.7	0.8	2.4	-2.5	1.6	4.1	-10.0	0.3	-0.1
CCOC(=O)C1=CN(Cc2cccc(F)c2)S(=O)(=O)N(CC)C1c1ccc(C(F)(F)F)cc1 (configuration not stated)	7.2	1.2	-2.5	-3.1	-5.3	1.4	-2.2	-6.3	3.6	-0.8
CCOc1ccc(S(=O)(=O)c2c[nH]c3ccccc3c2=O)cc1	6.3	6.2	4.9	2.5	-1.1	1.2	-4.4	2.2	0.5	-1.3
O=C(c1cc([N+](=O)[O-])ccc1N1CCCCC1)N1CCc2ccccc21	-14.8	12.7	7.3	-0.6	5.2	2.7	-0.3	14.6	1.8	0.8
c1ccc(-c2nnc3sc(-c4cc5ccccc5o4)nn23)cc1	-0.9	-5.4	1.2	-3.9	-0.8	1.2	2.4	6.2	-7.8	0.2
COc1ccccc1NC(=O)c1cc2ccc(O)cc2o/c1=N\O	3.7	5.3	7.2	-7.2	-60.9	-3.5	-1.4	-173.2	-75.7	-0.7
CCCc1ccc2oc(C(=O)N3CCN(c4cnccn4)CC3)c(C)c2c1	-7.6	-5.6	-1.1	-4.8	-9.6	11.8	2.0	-49.7	-57.3	-2.0
COc1cccc([C@@H]2CC=C(C(=O)O)[C@H](c3ccc(F)cc3)N2S(=O)(=O)c2ccc(C)cc2)c1	-1.4	5.3	6.3	-0.1	3.1	1.5	1.2	5.4	-0.4	0.1
N#C/C(=C\c1ccc(-c2ccc(C(=O)O)cc2)o1)C(=O)Nc1ccc(F)cc1	-0.1	-5.1	3.3	-4.9	-20.6	13.8	2.6	-57.6	-24.8	1.1
CCCOc1ccc(Br)cc1CSC(=N)N	10.4	-4.8	-2.7	-2.6	-0.4	-4.6	-4.0	-6.0	-0.5	-0.3
Cc1csc(SCCn2c(N3CCN(c4ccccc4)CC3)nc3c2c(=O)[nH]c(=O)n3C)n1	6.7	-5.5	12.5	-0.1	-1.8	6.2	-1.6	0.9	2.3	0.4
COc1cc(NC(=O)CN2C(=O)C(C)N(c3ccc(C)cc3)C2=O)cc(OC)c1 (configuration not stated)	-1.3	-6.1	13.1	-3.5	2.5	-14.9	2.0	8.1	-0.6	0.0
CN(CC(=O)Nc1ccc2c(c1)OCCO2)S(=O)(=O)c1cccc2cccnc12	-4.1	-3.1	3.7	2.8	1.1	1.4	-3.8	-6.5	1.9	0.3
O=C(CP(=O)(c1ccccc1)c1ccccc1)Nc1nc2ccccc2s1	-2.9	0.7	3.5	-4.9	-2.4	18.1	-2.5	-3.5	-0.8	0.1
COC(=O)N[C@@H]1C[C@H]2[C@@H]3CC[C@H]4C[C@@H](OC)CC[C@]4(C)[C@H]3CC[C@@]12C	-7.5	-2.7	7.3	1.3	-1.4	-6.5	-2.6	5.6	-1.9	-0.5

The list goes on; it opens with the four that closed the last part.
SMILES	ASAP1 inh	DDE Tn7 FP inh	ARFGAP1 inhibitor	DDE Tn6 FP inh	ADAM17 inh	TDP2 absorb	LEDGF integ inh	ADAM10 inh	PLCg1 inh	KLK7 zymogen act
COc1cc(NC(=O)CN2C(=O)C(C)N(c3ccc(C)cc3)C2=O)cc(OC)c1 (configuration not stated)	-1.3	-6.1	13.1	-3.5	2.5	-14.9	2.0	8.1	-0.6	0.0
CN(CC(=O)Nc1ccc2c(c1)OCCO2)S(=O)(=O)c1cccc2cccnc12	-4.1	-3.1	3.7	2.8	1.1	1.4	-3.8	-6.5	1.9	0.3
O=C(CP(=O)(c1ccccc1)c1ccccc1)Nc1nc2ccccc2s1	-2.9	0.7	3.5	-4.9	-2.4	18.1	-2.5	-3.5	-0.8	0.1
COC(=O)N[C@@H]1C[C@H]2[C@@H]3CC[C@H]4C[C@@H](OC)CC[C@]4(C)[C@H]3CC[C@@]12C	-7.5	-2.7	7.3	1.3	-1.4	-6.5	-2.6	5.6	-1.9	-0.5
COc1ccc(-c2cn[nH]c2N)c(OC)c1	7.2	-4.7	-13.1	1.2	0.0	-0.7	-0.8	-1.9	-0.5	0.5
CCn1cc(C(=O)O)c(=O)c2cc(S(=O)(=O)N3CCCCCC3)ccc21	2.4	-2.0	-2.4	9.9	1.7	-1.5	-2.3	-6.6	-1.6	0.1
Cc1ccc(-c2csc(NC3OC(=O)c4ccccc43)n2)cc1 (configuration not stated)	1.6	-3.7	11.2	-1.3	2.8	3.3	-0.4	7.8	2.1	-0.1
Cc1ccc(-n2c(Cc3cccs3)nnc2SCC(=O)Nc2ccccc2-c2ccccc2)cc1	.	-1.7	.	-3.0	7.7	6.4	-3.0	11.9	3.0	-0.2
CC(=O)c1ccc(NC(=O)/C(=C\c2ccco2)NC(=O)c2ccco2)cc1	-9.9	1.1	-1.1	-6.8	0.4	18.5	4.8	0.3	-1.8	0.5
CCN(CC(=O)Nc1ccccc1OC)C(=O)CSCc1c(C)noc1C	0.9	1.1	-2.5	2.4	-5.7	-8.0	-0.8	-12.3	-0.8	0.4
Fc1ccc(-c2cn3cc(C(F)(F)F)cc(Cl)c3n2)cc1	-14.0	0.4	-2.2	2.3	-2.0	6.7	0.2	-14.8	-5.0	-2.2
COc1ccc(C(=O)CSc2nnc(CCc3ccccc3)n2-c2ccccc2)cc1	6.0	1.2	-5.3	1.8	5.4	5.5	0.9	14.6	-1.2	0.1
CCOc1ccccc1OCCCC(=O)N(C)CC(=O)Nc1cc(C)ccc1C	-10.8	-3.6	0.8	4.6	3.0	-5.0	-0.3	-5.0	3.1	0.3
